USP1 inh: USP1/UAF1 (human) deubiquitinase inhibition; recombinant USP1/UAF1, Ub-Rhodamine cleavage fluorescence; Potency, µM (top dose mostly 57.1 µM), without a hit: at the highest dose activity change, negative = inhibition, most hits filed as inhibitors; 390,000 tested, 0.23% active; also: potency is read from the fitted curve at half-maximal effect; % is scaled to controls: 0 for no effect and ±100 for the full control effect; nearly all actives have a fitted effect of over 60% in size; inactives centre near -12
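In this screen, compounds sit with the deubiquitinase complex (1nM) for 15 min at room temperature before Ub-Rho is added at 150nM final. Fluorescence rise is then followed for 6 reads every 60 seconds.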
Vif-A3G inh: blocks the Vif interaction with human APOBEC3G. Q9HC16. HeLa A3G-eYFP + Vif (tagged APOBEC3G with the HIV-1 protein that degrades it), YFP fluorescence, overnight. Potency, µM (titrated, usually from 46.1 µM), inactives show top-dose activity, negative = active, usual class: inhibitors. 410,000 tested, 0.076% active. AID 602310;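 also: potency is read from the fitted curve at half-maximal effect; % is scaled to controls: 0 for no effect and ±100 for the full control effect; nearly all actives have a fitted effect of over 60% in size; hits raise eYFP signal because A3G escapes Vif-driven loss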
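Read-out is eYFP fluorescence (Ex 488/Em 500-530) from Vif-expressing HeLa A3G-eYFP cells; more signal means A3G escaped Vif-mediated degradation. Cells plated overnight, compound pinned in, incubated overnight at 37 deg C.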
Glioma ERSR ind: inducers of ER stress response in human glioma cells | U87-MG GRP78 promoter luciferase reporter, 16 h | Potency, µM, for inactives: at the highest dose activation, most hits filed as activators | 420,000 tested, 0.02% active | AID 602332; also: potency is read from the fitted curve at half-maximal effect; series mostly up to about 76 µM; % of control where 0% means no effect; nearly all actives have a fitted effect of over 35% in size
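Stably transfected U87-MG human glioma cells carrying a GRP78-based luminescent sensor were seeded at 1000 cells/well, pin-dosed with compounds and incubated 16 h. Luciferase reagent was then added, and end-point luminescence was read after 10 min at room temperature.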
TrxR1 substrate: rat thioredoxin reductase 1 substrate activity | 390,000 tested, 0.01% active | Potency, µM (titrated, usually from 114 µM), inactives show at the top dose activity change, negative = substrate turnover | purified TrxR1 substrate turnover, NADPH consumption readout | O89049; also: potency is read from the fitted curve at half-maximal effect; % is scaled to controls: 0 for no effect and ±100 for the full control effect; nearly all actives have a fitted effect of over 50% in size
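Rat TrxR1, dispensed at 90 nM, was prereduced with 400 uM NADPH (final) for 5 min at ~22 deg C, then incubated with compound 15 min before 400 uM selenite. A first-read NADPH fluorescence drop versus no-compound background flagged substrates.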
LDHA inh: inhibitors of human lactate dehydrogenase A. activity change, % (values are at about 110 or 230 µM). P00338. purified LDHA, NADH/diaphorase-resazurin fluorescence; stronger effect = lower value. AID 1347041. 480,000 tested, 0.15% active; in the data active = activity change below about -30%; inconclusive = mostly about -25% to -30%;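 also: plate controls were DMSO wells for no effect and wells without enzyme for full effect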
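Human LDH5 (2 nM) was incubated with 0.06 mM NADH and 0.2 mM pyruvate for 5 min at room temperature in Tris pH 7.4. Remaining NADH was coupled through diaphorase/resazurin, and resorufin fluorescence was read at 0 and 20 min.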
Vif-A3F inh: inhibitors of Vif-A3F interaction. HeLa A3F-eYFP + Vif (tagged APOBEC3F with the HIV-1 protein that degrades it), YFP fluorescence increase. AID 602313. Potency, µM (highest dose often 46.1 µM), for the others: top-dose activity, negative = active. 390,000 tested, 0.2% active; also: potency is read from the fitted curve at half-maximal effect; % of control where 0% means no effect; nearly all actives have a fitted effect of over 65% in size
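HeLa cells stably expressing Vif plus C-terminally eYFP-tagged A3F were seeded, incubated overnight at 37 deg C, dosed with compound, incubated overnight again at 37 deg C. Yellow fluorescence (Ex 488/Em 500-530) reported blocked Vif-mediated A3F-eYFP degradation.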
RXFP1 ag: agonists of human relaxin receptor RXFP1; Q9HBX9; HEK293T-RXFP1 cAMP TR-FRET, 30 min; response scale: percent of porcine relaxin response, buffer zero; Potency, µM (doses to about 57.5 µM), inactives show top-dose activation, actives largely listed as activators; 370,000 tested, 0.3% active; AID 2676; also: potency is read from the fitted curve at half-maximal effect; % is scaled to controls: 0 for no effect and ±100 for the full control effect; nearly all actives have a fitted effect of over 60% in size; many of its hits are not listed in these tables
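HEK293T cells stably expressing RXFP1 were pretreated with the PDE4 inhibitor Ro 20174, exposed to compounds for 30 min at 37C, lysed, and cAMP was read by TR-FRET. Data normalized to buffer (basal) and 29 nM porcine relaxin (100%).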
PI4K2A inh: PI4K2A (human) kinase inhibition; Q9BTU6; purified PI4K2A, ADP-Glo luminescence, 1 h; stronger effect = lower value; activity change, negative = inhibition, % at 76.9 µM; 420,000 tested, 0.13% active; in the data active = activity change below about -50%; inconclusive = mostly about -30% to -49%;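 also: -100% = wells without enzyme as full effect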
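ADP-Glo luminescence measured ADP generated by PI4K2A enzyme (4 ug/mL before mixing) with 1.2 mM PI substrate (pre-mix) and 300 microM ATP (pre-mix). Tris pH7.5 buffer with MgCl2, Triton X-100; 1 h reaction at ambient temperature.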
IDH1 R132H inh: blocks human mutant IDH1 R132H enzyme; 390,000 tested, 0.093% active; O75874; IDH1-R132H enzyme, NADPH consumption, diaphorase/resazurin fluorescence; Potency, µM (titrated, usually from 76.6 µM), without a hit: top-dose activity change, negative = inhibition, hits mostly inhibitors; also: potency is read from the fitted curve at half-maximal effect; % is scaled to controls: 0 for no effect and ±100 for the full control effect; nearly all actives have a fitted effect of over 65% in size
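IDH1-R132H (0.5 ug/mL) preincubated 30 min with compound, then NADPH (0.016 mM) and alpha-KG (2 mM) added; 80 min at RT, pH 7.5. Remaining NADPH coupled via diaphorase/resazurin to fluorescence (540/590 nm); concentration-response curves normalized to no-enzyme control.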
* marks the source's active call; other numbers are inactive results; ? = inconclusive; · = not tested or not shown; & = joins results of further samples; [ ] = another dose, or the depositor's remark. Unless noted, calls follow the shape of the dose curve; as a rule, active = well fitted curve in the direction sought with a large enough effect; inconclusive = small, poorly fitted or top-dose-only effect, or another doubt; inactive = no such curve, though single readings can be large; an effect the other way counts as inactive or inconclusive. These rows are one share of the data (hit frequency here may not be typical).

Fields – USP1 inh | Vif-A3G inh | Glioma ERSR ind | TrxR1 substrate | LDHA inh | Vif-A3F inh | RXFP1 ag | PI4K2A inh | IDH1 R132H inh
COc1cc(Cl)c(C)cc1NC(=O)Cn1ncc2c([nH]c3ccccc32)c1=O
→ -22% | 0% | 2% | -4% | -3 | -12% | -0.1% | 1 | 3%
COCCN(C(=O)CC(C)(C)C)c1nnc(-c2cccnc2)s1
→ -3% | 1% | -2% | -2% | -6 | 0% | -2.6% | 0 | 1%
COc1ccc2c(C=Nc3c(C)n(C)n(-c4ccccc4)c3=O)c(O)n(Cc3ccco3)c(=O)c2c1
→ 91%[activator] | -1%&0% | -3%&-2% | -5%&-3% | -4&-2 | ? | -0.3%&1.6% | -2&3 | -1%&-3%
COC(=O)c1scc(-c2ccc(C)cc2)c1S(=O)(=O)N1CCN(c2cccc(Cl)c2)CC1
→ -19% | -2% | -2% | -5%[57.1 µM] | 3 | -3% | -2.2% | 3 | -22%
O=C(C1=C(O)C(=O)N(CC2CCCO2)C1c1cccc(O)c1)c1ccco1 (configuration not stated)
→ -14% | 0% | 1% | 0%[57.1 µM] | 7 | 4% | 9.7% | -6 | 14%
COCCN1C[C@@H](CO)O[C@@H](n2cnc3c(NCCO)ncnc32)C1
→ · | 3% | -1% | · | 2 | · | · | -3 | ·
NS(=O)(=O)c1ccc(CCNC(=O)CCC(=O)c2cccs2)cc1
→ -15% | 0% | 9% | 1% | -3 | 1% | -0.1% | -9 | -6%
COc1ccc(NC(=O)CC2C(=O)N(C)C(=S)N2Cc2cccs2)cc1 (configuration not stated)
→ -17% | -3% | -3% | -19%[57.1 µM] | 1 | -7% | -0.5% | 3 | 2%
COc1ccc(/C=N/Nc2nc(N3CCCC3)nc(N3CCCC3)n2)cc1O
→ -13% | -9% | 0% | 9%[57.1 µM] | 2 | -2% | 3.5% | -1 | 1%
CS(=O)(=O)c1ccc(Cl)c(NC(=O)c2cc(=O)[nH]c3ccc(S(=O)(=O)N4CCOCC4)cc23)c1
→ -8% | -1% | 1% | 0% | -3 | 7% | 1.5% | 1 | 2%
CN(C)CCn1c(NCc2ccc3c(c2)OCO3)nc2ccccc21
→ 2% | 2% | -6% | -3% | -1 | -2% | 5.6% | -3 | 1%
CCC(CC)NC(=O)COC(=O)CCC(=O)c1ccc(Cl)cc1
→ -16% | 4% | -4% | -20%[57.1 µM] | -1 | 0% | 0.0% | 5 | 4%
Cc1ccc(NC(=O)NCCCN2CCCC2=O)cc1Cl
→ -14% | 3% | 2% | 5% | -9 | 5% | 0.2% | 2 | -5%
Cc1cc(Cl)c(S(=O)(=O)Nc2ccccn2)cc1OCC(N)=O
→ -6% | -6% | 0% | 3% | -6 | 1% | 0.1% | -2 | 3%
O=C1CN(C(=O)COc2ccccc2Cl)c2ccccc2N1
→ -20% | 0% | -2% | 5% | -3 | -1% | 0.4% | 2 | 6%
CN1CCN(NC(=O)c2ccc(S(=O)(=O)N3CC4(C)CC3CC(C)(C)C4)cc2)CC1 (configuration not stated)
→ 5% | 0% | -3% | -4% | -8 | 4% | -5.1% | 0 | -5%
COCCNC(=O)C(c1ccccc1)N(C(=O)Cn1nnc2ccccc21)c1cccnc1 (configuration not stated)
→ -9% | 1% | -4% | 6% | -2 | · | 0.0% | 1 | 3%
CS(=O)(=O)N1CCCC(C(=O)Nc2ccc(F)cc2)C1 (configuration not stated)
→ -24% | -2% | 2% | 10%[57.1 µM] | -13 | 0% | -1.2% | 1 | 9%
COc1ccc(OC)c(C(O)c2ncc(-c3cccc4ccccc34)[nH]2)c1 (configuration not stated)
→ · | -6% | -3% | · | -2 | · | · | 2 | ·
CCOC(=O)c1cc(C)sc1N1C(=O)C2C3C=CC(C3)C2C1=O (configuration not stated)
→ -7% | 1% | -1% | 2% | -10 | -1% | 3.8% | -2 | -2%
CCOCCCNc1nc(-c2ccccc2)nc2ccccc12
→ ? | -1% | -2% | -1% | 0 | -14% | -1.5% | -5 | 0%
O=C(Nc1ccc(F)c(Cl)c1)N1CCC(CN2CCc3ccccc3C2)CC1
→ ? | 0% | 1% | 4% | 0 | 6% | 2.2% | 6 | -15%
O=C(N/N=C/c1ccco1)c1cc2ccccc2o1
→ -25% | -5% | 2% | -16% | -7 | -4% | 0.0% | -2 | -6%
COc1ccc(-c2oc3ccc(-c4cc(OC)c(OC)c(OC)c4)cc3c2-c2ccc(OC)nc2)cc1
→ -26% | 0% | -6% | 47%[activator] | -3 | 2% | 4.2% | 6 | 13%
CC1CCCCC1NC(=O)CSc1nnc(-c2ccncc2)n1CCCN(C)C (configuration not stated)
→ -27% | 0% | -4% | 1% | -23 | 1% | 0.6% | -1 | 4%
CCOC(=O)C1CCN(c2ncnc3cc(OC)c(OC)cc23)CC1
→ -7% | 3% | -4% | 2% | -6 | 9% | 0.2% | -28 | -2%
COc1nc(-c2ccccc2)ccc1-c1noc(-c2ccccc2)n1
→ -27% | -3% | 1% | 11% | -3 | -3% | 1.2% | 2 | -1%
CCCN(CCC)C(=O)c1c2c(nc3ccccc13)C(=O)N(C1CCCCC1)C2
→ -10% | 0% | -4% | -1%[57.1 µM] | -10 | 0% | 1.6% | -1 | 0%
Cc1nnc(N2CCCC(C(=O)NCc3ccccc3F)C2)c2nn(-c3ccc(Cl)cc3)c(C)c12 (configuration not stated)
→ -17% | 3% | -1% | 17% | -5 | -20% | 2.4% | 2 | -23%
Cc1coc2c(C)c3oc(=O)c(CCC(=O)NCCC(=O)O)c(C)c3cc12
→ -25% | 0% | -2% | 21% | -11 | -3% | -0.6% | 10 | 0%
CCOc1ccccc1CNC(=O)CCCN1C(=O)c2cccnc2Oc2ccc(Cl)cc21
→ -31% | -4% | -2% | 0% | -14 | -2% | 0.4% | -1 | -5%
COC(=O)c1ccc(/C=C/c2c(-c3ccsc3)sc3ccccc23)cc1
→ -31% | -15% | 1% | -1% | 3 | 8% | -2.4% | 0 | 7%
O=C1CC(SC(=Nc2ccccc2)Nc2ccccc2)C(=O)N1c1cccc2ccccc12 (configuration not stated)
→ -3% | -4% | -2% | -2% | -5 | -3% | 0.7% | 2 | 4%
COc1ccc(N=C2NN=C(c3ccc4c(c3)OCCO4)CS2)cc1
→ ? | -6% | -12% | -5% | 2 | · | 10% | -8 | -5%
O=S(=O)(c1ccc(Cl)cc1)N1CCN(Cc2ccc(O)c3ncccc23)CC1
→ -13% | 1% | -6% | -5%[57.1 µM] | 14 | 3% | -0.3% | 3 | 7%
COc1ccc(OC)c(/C=C(\NC(=O)c2ccccc2)C(=O)N/N=C/c2ccc(C)s2)c1
→ -10% | -11% | -1% | 21% | -6 | -5% | 0.8% | 1 | -3%
Cc1cc(NS(=O)(=O)c2cn(C)nc2C)no1
→ -23% | -6% | -4% | 2% | -1 | -2% | -1.7% | -6 | 5%
CSc1nc(SCC(=O)NCc2ccco2)c2c3c(sc2n1)CN(C)CC3
→ -21% | 1% | -1% | 3% | -3 | -15% | · | 3 | 2%
Cc1ccc(S(=O)(=O)Nc2ccncc2)c(C)c1N(C)S(=O)(=O)c1ccc(F)cc1
→ -16% | 2% | 0% | 10% | -4 | -2% | 0.4% | -1 | -1%
COC(=O)c1ccc(C)c(NC(=O)CSc2sc3c(O)cc(=O)[nH]c3c2C#N)c1
→ 3% | 0% | -4% | -5% | 1 | -1% | 7.2% | -18 | -3%
O=C(O)CCCc1ccc2ccc3cccc4ccc1c2c34
→ -28% | -7% | -6% | 49%[57.1 µM] | -11 | -10% | 2.5% | -2 | 3%
CC(=O)c1cccc(S(=O)(=O)N2CCC(C(=O)O)CC2)c1
→ 0% | -4% | -4% | 0% | 0 | 0% | 1.6% | 1 | -3%
CC1CN(CCn2cnc3c(N)ncnc32)CC(C)O1 (configuration not stated)
→ -2% | 1% | -3% | 10%[57.1 µM] | 3 | 5% | 5.3% | -11 | 7%
O=C1OC(c2ccccc2)C2(CCCC2)C(=O)C12CCCC2 (configuration not stated)
→ -9% | 0% | -3% | -15% | 1 | 3% | 0.3% | 2 | 4%
O=C(Nc1cccc(OC(F)(F)F)c1)C1Cc2c(-c3ccccc3Oc3ccccc3)ccnc2O1 (configuration not stated)
→ · | 0% | -8% | · | -10 | · | · | -2 | ·
COc1ccc(CNS(=O)(=O)NCc2ccccc2)cc1
→ -8% | -1% | -5% | 10% | -2 | -11% | -0.9% | -2 | 0%
O=C(NNC(=O)c1cccs1)c1ccc(Cl)c([N+](=O)[O-])c1
→ -16% | -10% | -2% | 0% | -15 | 21% | -0.5% | 13 | -4%
Cc1cccc(C(=O)Nc2ccc(C(=O)c3ccncc3)cc2)c1
→ -16% | 1% | 0% | · | -1 | 1% | · | -1 | 17%
CCCOC(=O)CCCC[C@H]1SC[C@@H](NC(=O)OC)[C@H]1NC(=O)OC
→ 0% | 0% | -6% | -1% | 2 | 1% | 1.8% | 4 | 7%
Cc1cccc(N(C(=O)c2snc(C(N)=O)c2N)C(C(=O)NCC2CCCO2)c2ccc(N(C)C)cc2)c1 (configuration not stated)
→ 0% | -1% | -3% | 1%[57.1 µM] | 0 | -1% | ? | 7 | -7%
Cc1ccccc1NC(=O)CNc1ccccc1N1CCCCC1
→ -11% | 0% | -3% | -8% | 4 | 6% | 1.4% | 1 | 0%

Screening data: PubChem, National Center for Advancing Translational Sciences (NCATS)
